Compound activity from PubChem BioAssay.
ELG1 genotoxic – genotoxicity induction in ELG1-luciferase HEK293T cells; HEK293T ELG1-luciferase reporter, luminescence, 16 h; Potency, µM (highest dose often 46 µM), for the others: at the highest dose activity change, positive = activation, most hits filed as activators; actives 1.3% (n = 330,000); AID 504466; further: % of control where 0% means no effect; nearly all actives have a fitted effect of over 60% in size
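Genotoxic stress is detected as increased luminescence from luciferase-tagged ELG1 in HEK293T cells, measured with ONE-Glo after a 16 hr treatment at 37 °C.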
Gal4-VP16 FLuc – inhibits Gal4-VP16 luciferase reporter, ROR gamma counter-screen; actives 3.5% (n = 310,000); Potency, µM (top dose mostly 53.6 µM), without a hit: top-dose activity, negative = inhibition, hits mostly inhibitors; AID 2546; Drosophila S2 Gal4-VP16 UAS-luciferase, luminescence, 20 h;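 further: Gal4-VP16 expression switched on by copper sulfate through the metallothionein promoter; on the % scale 0 is the no-effect control and ±100 the full control effect; nearly all actives have a fitted effect of over 50% in size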
BRCA1 expr up – activators of BRCA1 expression. MCF7-BRCA1-FFLuc reporter, luminescence, 48 h; response scale: scaled: vehicle 0%, 10 µM genistein 100%. actives 1.1% (n = 380,000). Potency, µM (series often up to 46.1 µM), for inactives: at the top dose activation, actives largely listed as activators; further: nearly all actives have a fitted effect of over 80% in size; some results filed as inactive show a strong effect at the top dose
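First, MCF7-BRCA1-FFLuc cells (2000/well) attach for 2 h; next, compounds are pin-added and incubated 48 h at 37 °C; finally, luciferase reagent is added and luminescence read after 15 min.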
NPC1 prom act – NPC1 promoter activation; Huh7 NPC1 promoter luciferase reporter, 24 h; Potency, µM (top dose mostly 9.22 µM), for inactives: top-dose activation, most hits filed as activators; actives 2.4% (n = 320,000); AID 485313;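 further: % of control where 0% means no effect; nearly all actives have a fitted effect of over 60% in size; reporter is driven by a mutant NPC1 promoter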
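Luciferase expression driven by the NPC1 promoter was measured in stably transfected Huh7 cells after a 24 h compound incubation, using a luciferase reagent and a luminescence read.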
Rab9 promoter act – Rab9 promoter activation; actives 2.8% (n = 320,000); Potency, µM (top dose mostly 9.22 µM), inactives show at the top dose activation, negative = inhibition, most hits filed as activators; Huh7 Rab9 promoter-luciferase reporter, luminescence, 24 h; further: % of control where 0% means no effect; nearly all actives have a fitted effect of over 60% in size
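Promoter activation is measured as luciferase luminescence in Huh7 cells stably transfected with a Rab9 promoter–luciferase construct, following 24 h compound exposure at 37 °C and 10 min reagent incubation at ambient temperature.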
MBNL1-CUG inh – inhibitors of human MBNL1 binding to CUG repeat RNA | AID 2675 | actives 0.036% (n = 280,000) | Potency, µM (series often up to 57.5 µM), without a hit: at the top dose activity change, negative = inhibition, usual class: inhibitors | Q9NR56 | TR-FRET MBNL1-His/biotin-(CUG)12 binding, 665/545 ratio; active means well fitted inhibition curve with a large enough effect in the signal ratio, with a control signal flat, not every such curve was filed as active; inconclusive means small, poorly fitted or top-dose-only effect, or effect the other way, or a change in a side signal; inactive means no such curve, though single readings can be large or run the other way; the % refers to the signal ratio; further: on the % scale 0 is the no-effect control and ±100 the full control effect
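Ratiometric TR-FRET (665 over 545 nm, excitation 340 nm) tracks disruption of MBNL1-His/biotin-(CUG)12 complex after 60 min at room temperature, with compounds at 92 nM to 58 uM final.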
CXXC DNA block – MLL CXXC-DNA interaction inhibition; MLL-CXXC / FITC-HOXA9 DNA fluorescence polarization; Potency, µM (top dose mostly 115 µM), for inactives: at the top dose activity change, negative = inhibition, usual class: inhibitors; actives 0.037% (n = 290,000); AID 2662; active means well fitted inhibition curve with a large enough effect in the polarisation, with a control signal flat, not every such curve was filed as active; inconclusive means small, poorly fitted or top-dose-only effect, or effect the other way, or a change in a side signal; inactive means no such curve, though single readings can be large or run the other way; the % refers to the polarisation
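Purified MLL-CXXC (added from a 7 uM solution) was preincubated 5 min at ambient with pinned compounds in 50 mM Tris-HCl pH 7.5, 50 mM NaCl, 1 mM DTT, 0.05% BSA. Fluorescein-labeled HOX-A9 DNA (50 nM solution) followed, 30 min, then polarization read.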
RORg inh – inhibitors of mouse ROR gamma transcriptional activity; Drosophila S2 Gal4-RORgamma UAS-luciferase reporter, 20 h; Potency, µM (top dose mostly 53.6 µM), inactives show at the highest dose activity change, negative = inhibition, most hits filed as inhibitors; actives 5.4% (n = 310,000); further: on the % scale 0 is the no-effect control and ±100 the full control effect; nearly all actives have a fitted effect of over 60% in size
Target sequence (P51450 whole entry, looked up, the tested form may be a part): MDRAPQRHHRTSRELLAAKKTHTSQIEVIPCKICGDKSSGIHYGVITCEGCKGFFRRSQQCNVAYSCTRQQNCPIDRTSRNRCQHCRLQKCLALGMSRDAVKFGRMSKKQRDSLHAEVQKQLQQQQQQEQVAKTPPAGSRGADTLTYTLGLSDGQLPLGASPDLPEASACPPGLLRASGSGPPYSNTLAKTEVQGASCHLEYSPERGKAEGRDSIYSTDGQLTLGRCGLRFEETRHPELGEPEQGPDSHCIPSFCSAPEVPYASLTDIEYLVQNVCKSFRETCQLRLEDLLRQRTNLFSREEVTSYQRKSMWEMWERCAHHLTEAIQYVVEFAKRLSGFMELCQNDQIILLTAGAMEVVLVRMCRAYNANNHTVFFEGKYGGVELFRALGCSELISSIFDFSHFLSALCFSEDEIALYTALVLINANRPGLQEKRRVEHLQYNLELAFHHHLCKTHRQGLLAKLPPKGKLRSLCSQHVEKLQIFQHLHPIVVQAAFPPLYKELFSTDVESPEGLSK
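Using a luciferase readout, inhibitors were identified by reduced reporter activity in Drosophila cells coexpressing a copper-inducible Gal4–ROR gamma fusion and UAS-driven Photinus luciferase, incubated 20 hr after 700 uM copper sulfate.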
FLuc counter – inhibits or activates purified firefly luciferase, miR-21 counter-screen | purified FLuc, Km substrates, luminescence inhibition | AID 588342 | P08659 | actives 6.9% (n = 360,000) | Potency, µM (titrated, usually from 57.5 µM), without a hit: at the highest dose activity change, negative = inhibition, actives largely listed as inhibitors;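 further: plate controls were vehicle for no effect and reference inhibitor for full effect; nearly all actives have a fitted effect of over 55% in size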
Target sequence (P08659 whole entry, looked up): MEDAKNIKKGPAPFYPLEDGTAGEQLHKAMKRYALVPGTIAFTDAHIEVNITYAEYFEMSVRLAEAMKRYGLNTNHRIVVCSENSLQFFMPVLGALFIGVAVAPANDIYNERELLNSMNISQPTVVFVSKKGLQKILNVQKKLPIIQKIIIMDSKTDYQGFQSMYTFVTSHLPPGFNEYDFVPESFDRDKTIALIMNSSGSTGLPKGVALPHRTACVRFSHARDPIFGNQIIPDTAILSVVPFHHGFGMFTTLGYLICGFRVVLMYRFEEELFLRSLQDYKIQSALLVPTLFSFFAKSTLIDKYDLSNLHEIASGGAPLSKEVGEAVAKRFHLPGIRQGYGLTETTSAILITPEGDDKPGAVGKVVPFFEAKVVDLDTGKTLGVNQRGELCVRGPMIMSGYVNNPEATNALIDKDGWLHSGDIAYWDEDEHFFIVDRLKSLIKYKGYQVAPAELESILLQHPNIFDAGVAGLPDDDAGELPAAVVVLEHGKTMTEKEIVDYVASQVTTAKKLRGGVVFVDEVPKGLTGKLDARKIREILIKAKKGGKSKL
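Biochemical qHTS of compounds, final roughly 60 µM downward over six points, against 10 nM purified firefly luciferase using Km concentrations of substrates (10 uM D-luciferin, 10 uM ATP) in Tris acetate pH 7.5 buffer; luminescence output.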
uPA generation – blocks generation of uPA at the cell surface | cell surface uPA generation assay, qHTS | Potency, µM (titrated, usually from 38.3 µM), without a hit: at the highest dose activity change, negative = inhibition, actives largely listed as inhibitors | actives 0.31% (n = 330,000) | AID 540303; active means well fitted inhibition curve with a large enough effect; inconclusive means small, poorly fitted or top-dose-only effect; inactive means no such curve, though single readings can be large or run the other way; tested in mouse RAW 264.7 cells; further: on the % scale 0 is the no-effect control and ±100 the full control effect; nearly all actives have a fitted effect of over 55% in size
p53 reactivation – mutant p53 re-activation in reporter cells; AID 504706; Potency, µM (titrated, usually from 92.2 µM), for inactives: at the highest dose activity change, positive = activation, hits mostly activators; H1299 p53-A138V BP100-luciferase reporter, luminescence, 24 h; actives 0.063% (n = 320,000); further: % of control where 0% means no effect; nearly all actives have a fitted effect of over 45% in size
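p53-null H1299 cells stably carrying temperature-sensitive p53-A138V and a BP100-luciferase reporter were pinned with compounds (4-point, 1:5 series) and held 24 hrs at 37 deg C. Luminescence was read 10 min after detection reagent.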
Numbers without * were called inactive; ? = inconclusive; nt = no result given; & = joins results of further samples; [ ] = remark or other dose. Unless noted, the call rests on the fitted dose curve; in most records, active means well fitted curve in the direction sought with a large enough effect; inconclusive means small, poorly fitted or top-dose-only effect, or another doubt; inactive means no such curve, though single readings can be large; an effect the other way counts as inactive or inconclusive. Potency means the concentration at half of the fitted maximal effect. The list is partial; rates above refer to the full screens.

SMILES	ELG1 genotoxic	Gal4-VP16 FLuc	BRCA1 expr up	NPC1 prom act	Rab9 promoter act	MBNL1-CUG inh	CXXC DNA block	RORg inh	FLuc counter	uPA generation	p53 reactivation
Cc1nc([N+](=O)[O-])c(N2CCN(Cc3ccccc3)CC2)n1Cc1ccccc1	-3%	6%	-30%	1%	0%	10%	1%	-5%	-1%	1%	-5%
O=C(O)CCc1ccc(-c2cccs2)n1Cc1ccco1	1%	11%	18%	-4%	-3%	3%	-3%	1%	3%[2.3 µM]	3%	-2%
CCOc1ccc(CN(Cc2ccco2)C(c2cccs2)c2nnnn2C(C)(C)C)cc1 (stereo not drawn)	-6%	-10%	-23%	0%	3%	0%	4%	-8%	0%	-6%	2%
CC(=N\Nc1ccccc1)/C(=N/O)C(=O)Nc1ccccc1	4%	0%	-12%	6%	-1%	1%	-8%	14%	0%	4%	-15%
C/C(=N\NC(=O)c1ccc(Cn2cc(Br)cn2)o1)c1ccc(NC(=O)c2ccoc2C)cc1	-8%	nt	32%	15%	17%	-6%	13%	nt	-19%	-2%	nt
O=C(COc1ccc2c3c(c(=O)oc2c1)CCCC3)NCCCn1ccnc1	10%	-13%	9%	-2%	0%	-1%	12%	3%	6%	0%	-5%
COc1cc(CC(=O)OCC(=O)Nc2cccc([N+](=O)[O-])c2)cc(OC)c1OC	2%	-4%	-17%	-1%	0%	?	8%	18%	4%	-4%	7%
NC(=O)Cn1c(=O)n(CC(=O)N2CCCCC2)c(=O)c2sccc21	5%	3%	-10%	1%	1%	-5%	6%	4%	2%	0%	1%
O=C1N=c2ccccc2=C1c1sc(=S)n(NC(=O)c2cccc(O)c2)c1O	-5%	3%	-22%	-2%	-3%	-1%	-21%	3%	?	-17%	5%
CC(C)(C)NC(=O)COC(=O)CCC(=O)c1ccc(F)cc1	1%	-11%	4%	1%	-10%	-1%	6%	4%	-2%	7%	2%
CCc1cc(=O)oc2cc(OC(C)C(=O)NCCCn3ccnc3)ccc12 (stereo not drawn)	4%	-5%	-7%	0%	1%	3%	2%	-20%	-1%	2%	-1%
COc1ccc2cc(C(=O)C3CCCN(C(=O)/C=C/c4ccccn4)C3)ccc2c1 (stereo not drawn)	-2%	5%	-39%	-5%	-5%	2%	1%	-34%	-3%	-3%	5%
CN1CCc2cc3c(c4c2[C@H]1[C@H](O)c1ccccc1-4)OCO3	6%	-4%	35%	-4%	-5%	?	6%	-45%	5%	?	-7%
Cc1cc(C)n(-c2nc3ccccc3nc2Nc2ccc(CC(=O)O)cc2)n1	1%	9%	-16%	0%	-1%	15%	5%	19%	-4%	-9%	-2%
COc1ccc(CCNc2nc(-c3ccc(O)cc3)cs2)cc1OC	5%	?	-39%	2%	0%	-6%	2%	?	17µM*	?	-17%
CCOC(=O)c1sc(NC(=O)CCN2CCCCCC2)c(C(=O)OCC)c1C	1%	?	-60%	-2%	-3%	1%	1%	11µM*	2%	-15%	-10%
CC(C)Oc1ccc(OCCNC2CCCC2)cc1	5%	-22%	33%	3%	12%	-15%	8%	-4%	-3%	-4%	3%
O=C(NNC(=O)c1ccc(-n2cncn2)c([N+](=O)[O-])c1)c1ccc(Cl)cc1	0%	nt	12%	2%	-3%	nt	nt	nt	-1%	-4%	5%
O=C(Nc1ccc(N2CCOCC2)cc1N1CCOCC1)c1cccc([N+](=O)[O-])c1	-9%	-9%	-29%	6%	0%	13%	12%	1%	1%	14%	0%
O=C(Nc1ccc2c(c1)C(=O)NC2=O)c1cccc(C(F)(F)F)c1	1%	-1%	-64%	15%	11%	40%[activator]	16%	17%	-4%	0%	8%
Cc1ccc(S(=O)(=O)NCc2ccc(C(=O)NCCCN3CCC(Cc4ccccc4)CC3)cc2)cc1	0%	-23%	-20%	-4%	-15%	0%	6%	-42%	4%	nt	18%
Cc1ccc(OCCOC(=O)Cn2nc(C)c([N+](=O)[O-])c2C)cc1	-1%	-13%	-10%	5%	12%	-5%	2%	4%	-2%	8%	-3%
O=C(Cn1nc(C(=O)O)c2ccccc2c1=O)Nc1cccc(S(=O)(=O)N2CCCC2)c1	1%	nt	4%	6%	0%	nt	nt	nt	3%	1%	0%
CCS(=O)(=O)c1ccc2oc(SCC(=O)Nc3ccc(OC)cc3)nc2c1	6%	-5%	17%	-4%	3%	nt	0%	31%	7%	-4%	-2%
Cc1ccc(S(=O)(=O)N2CCOCC2)cc1C(=O)OCC(=O)N1CCc2ccccc2C1	1%	-16%	-3%	-1%	-3%	2%	14%	?	?	1%	1%
SMILES	ELG1 genotoxic	Gal4-VP16 FLuc	BRCA1 expr up	NPC1 prom act	Rab9 promoter act	MBNL1-CUG inh	CXXC DNA block	RORg inh	FLuc counter	uPA generation	p53 reactivation
CC1CCN(S(=O)(=O)c2ccc3c(c2)N(C)C(=O)CC(=O)N3C)CC1	7%	-1%	-10%	-4%	-3%	5%	nt	-25%	3%&-3%	0%	nt
COc1cc(C(=O)NCC2CCCO2)ccc1OCc1ccccc1Cl (stereo not drawn)	-8%	nt	15%	4%	6%	-3%	5%	nt	-1%	10%	nt
FC(F)(F)c1ccc2c(c1)N1CCCC1CN2 (stereo not drawn)	0%	-8%	-25%	2%	10%	?	-27%	7%	-1%	0%	-5%
CCCSCCCNC(=O)Cn1c(=O)c2cccn2c2ccccc21	1%	-7%	6%	-12%	-3%[1.84 µM]	-2%	5%	12%	-1%	13%	-1%
CC(C)(C)c1ccc(SCCc2cccnc2)cc1	?	22%	?	2µM*	3.5µM*	nt	-4%	-14%	5.4µM*	0%	21%
CC(Sc1ccc(Cl)cc1)C(=O)NCc1ccc2c(c1)OCO2 (stereo not drawn)	-6%	2%	0%	0%	-1%	-6%	3%	-20%	-3%[2.3 µM]	11%	6%
COc1ccc(/C=N/NC(=S)N[C@H]2CC3CCC2C3)cc1 (stereo partly drawn)	-1%	3.2µM*	1%	11%	19%	-8%	-6%	0.63µM*	?	-1%	6%
CCn1c(SCC(=O)N/N=C/C(C)=C\c2ccco2)nnc1-c1ccccc1	1%	16%	26%	-1%	1%	8%	6%	33%	13µM*	-2%	0%
COc1ccc(C(=S)N2CCOCC2)cc1OC(=O)c1ccc([N+](=O)[O-])cc1	-4%	6%	-4%	-4%	-1%	?	0%	0%	-3%	-7%	-2%
COCc1cc(C)nc(SCC(=O)Nc2cccc3cccnc23)c1C#N	10%	-5%	2%	-1%	-5%	-12%	5%	14%	3%	-2%	7%
O=C(NN1S(=O)(=O)c2ccccc2S1(=O)=O)c1ccc(Br)cc1	1%	-4%	-18%	-6%	0%	-7%	15%	18%	-12%	13%	3%
BrC(=C\c1ccccc1)/C=N/Nc1ccc2nncn2n1	6%	2%	26%	1%	-2%	?	29%	-24%	13µM*	-8%	6%
Fc1ccc(Cn2nnc(-c3ccc(CN4CCOCC4)cc3)n2)cc1	?	2%	-4%	-6%	-1%	-3%	-3%	?	-2%	3%	1%
COc1cc(NC(=O)CSc2nc(C)cc(C)n2)cc(OC)c1OC	4%	6%	-3%	-3%	-9%	-8%	-12%	1%	1%	-2%	-5%
O=C1C=C(NC2CCCCC2)CCC1	4%	nt	-6%	1%	0%	nt	nt	nt	2%	-8%	0%
O=C(NCc1ccccc1)c1ccccc1-c1nc2ccccc2[nH]1	0%	-18%	-3%	-4%	5%	-7%	-3%	-12%	-3%	-3%	-2%
CC1CCc2ccc(F)cc2N1S(=O)(=O)c1cccs1 (stereo not drawn)	-14%	?	-67%	-1%	-3%	-8%	11%	-11%	3%[2.3 µM]	-24%	2%
O=C(Nc1ccc2snnc2c1)N1CCN(c2ccccc2)CC1	-3%	16%	-11%	-10%	4%	9%	-7%	45%	2%	2%	0%
CCN1CCN(CCn2c(=S)[nH]c3ccccc3c2=O)CC1	-2%	-1%	-4%	-2%	-5%	0%	0%	-14%	0%	-2%	-5%
C[C@H](NC(=O)c1nc[nH]c1C(=O)N[C@@H](CCCCNC(=O)OC(C)(C)C)C(=O)OC(C)(C)C)c1ccccc1	-15%	11µM*	-61%[inhibitor]	-5%	2%	2%	14%	5.6µM*	-2%	?	10%
NNC(=O)c1ccc(Cn2cc(Cl)cn2)cc1	0%	2%	-20%	0%	-3%	nt	-2%	-16%	0%	1%	-1%
